# Screens deposited in PubChem BioAssay by Broad Institute.
# p53 PUMA act – mutant p53 pathway reactivation. AID 624151. actives 1.5% (n = 28,000). activation, % at 9.98 µM. SW480 PUMA-promoter luciferase; in the data active = activation above about 52%
# STK33 inh – human STK33 kinase inhibition. Q9BYT3. ADP-Glo luminescence, MBP substrate. inhibition, % at 12.5 µM. actives 0.44% (n = 27,000). AID 2322; in the data active = inhibition above about 20%
# Target sequence (Q9BYT3 whole entry, looked up): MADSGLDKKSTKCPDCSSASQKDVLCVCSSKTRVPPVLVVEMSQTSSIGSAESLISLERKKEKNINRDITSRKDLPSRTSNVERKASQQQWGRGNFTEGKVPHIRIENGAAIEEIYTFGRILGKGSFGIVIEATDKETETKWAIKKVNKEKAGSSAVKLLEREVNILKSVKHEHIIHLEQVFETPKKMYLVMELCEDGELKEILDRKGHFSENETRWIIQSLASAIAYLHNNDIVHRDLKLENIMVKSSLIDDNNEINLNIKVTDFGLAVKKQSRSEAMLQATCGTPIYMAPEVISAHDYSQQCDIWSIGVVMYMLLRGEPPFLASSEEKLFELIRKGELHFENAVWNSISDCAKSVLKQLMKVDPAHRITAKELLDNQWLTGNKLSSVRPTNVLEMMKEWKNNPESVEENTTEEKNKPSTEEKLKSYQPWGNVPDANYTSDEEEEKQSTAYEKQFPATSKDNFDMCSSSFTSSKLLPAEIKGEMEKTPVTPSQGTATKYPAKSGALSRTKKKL
# Starred values were filed as active, the others as inactive; / = not tested or not shown. Only part of the results is shown; count on the stated rates, not on these rows.
SMILES,p53 PUMA act,STK33 inh
CCn1c(SCC(=O)Nc2cccc(C(C)=O)c2)nnc1-c1ccncc1,-1,2
Cc1ccc([N+](=O)[O-])cc1NC(=O)CCN1C(=O)c2ccccc2C1=O,12,-2
Cc1noc(C)c1NC(=O)N(C)C[C@H]1Oc2ccc(NC(=O)Nc3ccc(C(F)(F)F)cc3)cc2CC(=O)N([C@@H](C)CO)C[C@@H]1C,/,3
COc1ccc(S(=O)(=O)N(C)C[C@@H]2Oc3ncc(-c4ccccc4)cc3C(=O)N([C@H](C)CO)C[C@@H]2C)cc1,/,-1
Cc1noc(C)c1NC(=O)N(C)C[C@H]1Oc2ccc(NC(=O)Nc3ccc4c(c3)OCO4)cc2C(=O)N([C@@H](C)CO)C[C@@H]1C,-1,/
C[C@]12CCC3c4ccc(OC(=O)c5ccccc5)cc4CCC3C1CCC2=O (some centres undefined),-7,5
C[C@H](CO)N1C[C@H](C)[C@H](CN(C)C(=O)Nc2ccccc2)OCc2cn(nn2)CCCC1=O,/,-3
COC(=O)C(CC#Cc1ccc2c(c1)[C@]1(C(=O)N2)[C@H](c2ccccc2OCCO)N2[C@H](c3ccccc3)[C@H](c3ccccc3)OC(=O)[C@H]2[C@@H]1C(=O)O)C(=O)OC,/,1
O=P(CCNCc1cccnc1)(c1ccccc1)c1ccccc1,-9,/
OC(c1ccccc1)c1nc2ccccc2n1CCOc1ccccc1 (centres undefined),2,-1
Cc1cc(C)cc(NC(=O)c2ccc(NS(=O)(=O)c3cccc4cccnc34)cc2)c1,-20,-1
Cc1noc(C)c1S(=O)(=O)N(C)C[C@@H]1Oc2ccc(NC(=O)Nc3ccc4c(c3)OCO4)cc2CC(=O)N([C@@H](C)CO)C[C@@H]1C,/,-11
CCOC(=O)c1c(NC(=O)CSc2nc(C)ccc2C#N)sc2c1CCC2,-7,-1
NC(=O)c1sc(-c2ccsc2)cc1N,11,/
Cc1ccc(S(=O)(=O)N(C)C[C@H]2Oc3ccc(NS(=O)(=O)c4cccs4)cc3C(=O)N([C@@H](C)CO)C[C@@H]2C)cc1,/,0
CCCN(C)C[C@@H]1Oc2ncc(C#Cc3ccccc3)cc2C(=O)N([C@H](C)CO)C[C@@H]1C,-12,/
C[C@@H]1CN([C@H](C)CO)C(=O)Cc2cc(NC(=O)Nc3ccc4c(c3)OCO4)ccc2O[C@H]1CN(C)C(=O)NC1CCCCC1,3,2
CS(=O)(=O)N(CC(=O)Nc1cccnc1)c1cccc(F)c1,-8,-4
CC1(C)CC(=O)C2=C(C1)N(Cc1cccnc1)C(=O)C2(NC(=O)c1cccs1)C(F)(F)F (centres undefined),-2,-1
Cc1nnc(NCc2ccco2)[nH]c1=O,28,-2
COc1ccc(S(=O)(=O)NCC2CCCO2)cc1-c1nnc2c3ccccc3c(C)nn12 (centres undefined),6,4
COc1ccc(C#Cc2cnc3c(c2)C(=O)N([C@@H](C)CO)C[C@@H](C)[C@@H](CN(C)C(=O)c2ccccc2F)O3)cc1,-10,/
C[C@H]1CN([C@@H](C)CO)C(=O)c2cccc(NS(C)(=O)=O)c2O[C@H]1CN(C)C(=O)Nc1ccc(C(F)(F)F)cc1,10,/
C[C@@H]1CN([C@H](C)CO)C(=O)c2cc(NS(=O)(=O)c3cn(C)cn3)ccc2O[C@@H]1CN(C)Cc1ccccc1,-2,/
COc1ccc(CN(C)C[C@@H]2Oc3ccc(NC(=O)c4ccncc4)cc3CC(=O)N([C@@H](C)CO)C[C@@H]2C)cc1,7,/
C[C@H]1CCCCO[C@H](CN(C)C(=O)Nc2ccccc2)[C@@H](C)CN([C@@H](C)CO)C(=O)c2cc(N(C)C)ccc2O1,4,/
C[C@@H]1CN([C@@H](C)CO)C(=O)c2cc(NC(=O)NC3CCCCC3)ccc2O[C@@H](C)CCCCO[C@@H]1CN(C)Cc1ccc(C(=O)O)cc1,14,/
C[C@H](CO)N1C[C@H](C)[C@@H](CN(C)C(=O)NC2CCCCC2)Oc2ccc(NS(C)(=O)=O)cc2CC1=O,0,/
CCc1ccc2c(c1)c1nc3ccccc3nc1n2CC(=O)OC,-5,4
CC(C)CC#Cc1cnc2c(c1)C(=O)N([C@H](C)CO)C[C@@H](C)[C@@H](CN(C)Cc1ccccc1C(=O)O)O2,11,/
C[C@H](CO)N1C[C@H](C)[C@H](CN(C)C(=O)Nc2cc(F)ccc2F)Oc2ncc(-c3cccc(F)c3)cc2C1=O,4,/
O=C(COc1ccc(Cl)cc1Cl)Nc1ccc(C(=O)Nc2ccccc2C(=O)O)cc1,0,0
COc1ccc(CN(C)C[C@H]2Oc3ccc(NC(=O)CCC(F)(F)F)cc3C(=O)N([C@@H](C)CO)C[C@@H]2C)cc1,16,2
C[C@@H]1CN([C@@H](C)CO)C(=O)c2cccc(NC(=O)NC3CCCCC3)c2O[C@@H]1CN(C)S(=O)(=O)c1cccs1,-5,/
O=C(Nc1ccccc1)N(Cc1ccccc1)c1cccc2ccccc12,/,0
COC(=O)c1ccc(NC(=O)CN2C(=O)C3C4CC(c5ccccc5)C(C4)C3C2=O)cc1 (centres undefined),13,-3
COc1ccc(NC(=O)Nc2ccc3c(c2)C(=O)N([C@H](C)CO)C[C@H](C)[C@H](CN(C)S(=O)(=O)c2cn(C)cn2)O3)cc1,2,/
CCN(CC(=O)Nc1ccccc1Br)S(=O)(=O)c1ccc2ccccc2c1,-3,3
NC(=O)CSCC(=O)Nc1ccc(Br)cc1,-2,0
COc1ccc(C#Cc2cnc3c(c2)C(=O)N([C@H](C)CO)C[C@H](C)[C@H](CN(C)S(=O)(=O)c2ccc(C#N)cc2)O3)cc1OC,/,0
C[C@H](CO)N1C[C@H](C)[C@H](CN(C)C(=O)Nc2cccc(C(F)(F)F)c2)OCc2ccccc2-c2ccccc2C1=O,-1,/
COc1cc2c(cc1O)C(c1cccs1)N(C)CC2 (centres undefined),/,-3
C[C@@H]1CN([C@@H](C)CO)C(=O)Cc2cc(NC(=O)Cc3ccccc3)ccc2O[C@@H]1CN(C)C(=O)Nc1ccccc1,14,-3
c1ccc2c(c1)CN1CCCC1=N2,/,0
CC1=C(CO)CC(C(C)C2CCC3C4CC=C5CC(OC6OC(COC7OC(CO)C(O)C(O)C7O)C(O)C(O)C6O)CC(O)C5(C)C4CCC23C)OC1=O (centres undefined),11,-4
COc1ccc(NC(=O)CSc2ccccn2)cc1Cl,7,0
Cc1ccc(O)c(N=Nc2ccccc2)n1,103*,/
O=C(CSc1nnc(-c2ccccc2Cl)n1-c1ccccc1)N1CCc2ccccc21,15,-2
C[C@@H]1O[C@@H](O[C@@H]2CC[C@@]3(C)C(CC[C@]4(C)C3CC=C3[C@@H]5CC(C)(C)CC[C@]5(C(=O)O[C@@H]5O[C@H](CO)[C@@H](O)[C@H](O)[C@H]5O)CC[C@]34C)[C@]2(C)CO)[C@H](O)[C@H](O[C@@H]2OC[C@@H](O)[C@H](O)[C@H]2O)[C@H]1O (some centres undefined),5,-1
C[C@@H]1CCCCO[C@@H](CN(C)C(=O)C2CCCCC2)[C@H](C)CN([C@H](C)CO)C(=O)c2cc(NC(=O)c3ccncc3)ccc2O1,3,/
# (list continues)
SMILES,p53 PUMA act,STK33 inh
O=C(COc1cccc(NC(=O)c2ccccc2Cl)c1)c1ccc(F)cc1,1,-3
COc1ccc(NC(=O)CCCSc2nc(N)c3c(C)c(C)sc3n2)cc1,38,-2
N#Cc1ccccc1CSc1nc(N)cc(=O)[nH]1,4,1
C[C@H]1CN([C@@H](C)CO)C(=O)Cc2cc(NC(=O)NC3CCCCC3)ccc2O[C@@H]1CN(C)C,0,-5
COc1ccc(S(=O)(=O)Nc2cccc3c2O[C@H](CN(C)C)[C@@H](C)CN([C@@H](C)CO)C3=O)cc1,-5,/
C[C@H]1CCCCO[C@H](CN(C)S(=O)(=O)c2ccccc2)[C@@H](C)CN([C@@H](C)CO)C(=O)c2cc(NC(=O)CCC(F)(F)F)ccc2O1,-2,/
O=C(Nc1cc(-c2ccc(Cl)cc2)nn1-c1ccc(F)cc1)C1CCC1,1,/
C[C@H](CO)N1C[C@H](C)[C@H](CN(C)S(=O)(=O)c2cccs2)Oc2ccc(NS(=O)(=O)c3ccc(Cl)cc3)cc2CC1=O,/,1
COc1ccc(S(=O)(=O)N(C)CC(=O)O)cc1C,12,4
C[C@@H]1CCCCO[C@H](CN(C)Cc2ccccc2)[C@H](C)CN([C@@H](C)CO)C(=O)c2cc(NS(=O)(=O)c3ccccc3)ccc2O1,-9,/
O=C(CSc1n[nH]c(-c2cccc([N+](=O)[O-])c2)n1)Nc1cccc(C(F)(F)F)c1,-5,6
CN(c1cccc(NC(=O)COc2ccccc2)c1)S(C)(=O)=O,31,3
Cc1cc(OCC(=O)Nc2ccccc2C(N)=O)c(C)cc1Br,32,0
COc1ccc(C(=O)CSc2cc(C)nc3nc(C)nn23)cc1OC,10,-3
C[C@@H]1CN([C@H](C)CO)C(=O)CCCn2nncc2CO[C@H]1CN(C)C(=O)OCc1ccccc1,/,-5
COc1ccc(CCNC(=S)N2CCN(c3ncccn3)CC2)cc1OC,2,-2
COc1cccc(-c2cnc3c(c2)C(=O)N([C@H](C)CO)C[C@H](C)[C@@H](CN(C)CC2CCCC2)O3)c1,13,/
CC(=O)Cc1cc(=O)c2c(C)cc(O)c(C3OC(CO)C(O)C(O)C3O)c2o1 (centres undefined),9,-3
COC(=O)C1=CO[C@@H](O[C@@H]2O[C@H](CO)[C@@H](O)[C@H](O)[C@H]2O)[C@H]([C@H](C)OC(C)=O)[C@@H]1CC(=O)O,/,0
C[C@@H]1CN([C@H](C)CO)C(=O)c2cc(-c3ccc(C#N)cc3)cnc2O[C@H]1CN(C)Cc1cccnc1,-3,/

# Laid out differently: results already given.
# Below each compound – p53 PUMA act	STK33 inh
- C[C@@H]1CCCCO[C@H](CN(C)Cc2ccccc2)[C@H](C)CN([C@@H](C)CO)C(=O)c2cc(NS(=O)(=O)c3ccccc3)ccc2O1
    -9	/
- O=C(CSc1n[nH]c(-c2cccc([N+](=O)[O-])c2)n1)Nc1cccc(C(F)(F)F)c1
    -5	6
- CN(c1cccc(NC(=O)COc2ccccc2)c1)S(C)(=O)=O
    31	3
- Cc1cc(OCC(=O)Nc2ccccc2C(N)=O)c(C)cc1Br
    32	0
- COc1ccc(C(=O)CSc2cc(C)nc3nc(C)nn23)cc1OC
    10	-3
- C[C@@H]1CN([C@H](C)CO)C(=O)CCCn2nncc2CO[C@H]1CN(C)C(=O)OCc1ccccc1
    /	-5
- COc1ccc(CCNC(=S)N2CCN(c3ncccn3)CC2)cc1OC
    2	-2
- COc1cccc(-c2cnc3c(c2)C(=O)N([C@H](C)CO)C[C@H](C)[C@@H](CN(C)CC2CCCC2)O3)c1
    13	/
- CC(=O)Cc1cc(=O)c2c(C)cc(O)c(C3OC(CO)C(O)C(O)C3O)c2o1 (centres undefined)
    9	-3
- COC(=O)C1=CO[C@@H](O[C@@H]2O[C@H](CO)[C@@H](O)[C@H](O)[C@H]2O)[C@H]([C@H](C)OC(C)=O)[C@@H]1CC(=O)O
    /	0
- C[C@@H]1CN([C@H](C)CO)C(=O)c2cc(-c3ccc(C#N)cc3)cnc2O[C@H]1CN(C)Cc1cccnc1
    -3	/

# (next part)
SMILES,p53 PUMA act,STK33 inh
COc1ccc2c(c1)c(CC(=O)OCC(=O)O)c(C)n2C(=O)c1ccc(Cl)cc1,/,1
O=C(CSc1nc2sc3c(c2c(=O)n1Cc1ccco1)CCC3)c1ccccc1,14,-2
CS(=O)(=O)N(CC(=O)Nc1cccc(F)c1)c1cccc2ccccc12,-5,-1
O=C(NCc1ccco1)c1cc2nc(-c3cccs3)cc(C(F)(F)Cl)n2n1,18,1
C[C@H]1CN([C@@H](C)CO)C(=O)c2cc(NC(=O)Nc3ccccc3)ccc2O[C@@H]1CN(C)S(=O)(=O)c1ccccc1,8,0
COc1ccc(CN(C)C[C@H]2Oc3ccc(NC(=O)Cc4cn(C)c5ccccc45)cc3CC(=O)N([C@H](C)CO)C[C@@H]2C)cc1,-17,/
OCc1cc2ncnc(Nc3ccc(O)c(Br)c3)c2cc1CO,-94,/
C[C@H](CO)N1C[C@H](C)[C@@H](CN(C)CC2CC2)Oc2cc(-c3cccc(C#N)c3)ccc2S1(=O)=O,-6,/
Cc1ccc(N(C(C)C(=O)Nc2ccccc2-c2ccccc2)S(C)(=O)=O)cc1 (centres undefined),-9,-6
O=C(O)CN(c1ccccc1)S(=O)(=O)c1ccc(Cl)c(Cl)c1,3,-1
O=C(O)CSc1n[nH]c(-c2cccs2)n1,/,3
Cc1cc(NC(=O)CN(c2cc(Cl)ccc2C)S(C)(=O)=O)ccc1Br,-2,0
CN1CCN(CCCNc2c([N+](=O)[O-])c(=O)oc3ccccc23)CC1,-1,-3
Cc1ccc(S(=O)(=O)N(C)C[C@@H]2Oc3ccc(NC(=O)c4ccncc4)cc3C(=O)N([C@@H](C)CO)C[C@@H]2C)cc1,/,-2
Cc1noc(C)c1NC(=O)Nc1ccc2c(c1)C(=O)N([C@@H](C)CO)C[C@@H](C)[C@@H](CN(C)S(=O)(=O)c1ccc(Cl)cc1)O2,0,-1
Cn1c(SCc2ccccc2C#N)nnc1-c1ccc(NC(=O)c2ccc(F)cc2)cc1,11,2
COc1ccc(S(=O)(=O)N(C)C[C@H]2Oc3ccc(NC(=O)Nc4ccc5c(c4)OCO5)cc3CC(=O)N([C@@H](C)CO)C[C@H]2C)cc1,-9,1
C[C@@H]1CN([C@H](C)CO)C(=O)c2cc(NC(=O)Nc3ccc4c(c3)OCO4)ccc2O[C@@H]1CN(C)Cc1ccncc1,-5,/
C[C@H]1CN([C@@H](C)CO)C(=O)c2cc(NC(=O)CCC(F)(F)F)ccc2O[C@@H]1CN(C)C(=O)Nc1ccccc1,2,-5
CC1(C)c2ccccc2N2CC(=O)NC21/C=C/c1ccc(N2CCOCC2)cc1 (centres undefined),/,-1
